Screening results as filed in PubChem.
Shiga inhibitor = blocks Shiga toxin action in Vero cells; Vero cells, Shiga toxin protein synthesis inhibition reporter; inhibition, % at 38.7 µM; hit rate 9.2% among 290,000; in the data active means inhibition mostly above about 28%, no sharp cut-off; inactive means mostly below about 43%; further: 0% is about no effect
AmpC no deterg = AmpC beta-lactamase inhibition without detergent; hit rate 0.52% among 330,000; Potency, µM (titrated, usually from 57.1 µM), for the others: at the highest dose activity change, negative = inhibition, most hits filed as inhibitors; AID 485341; AmpC nitrocefin hydrolysis, absorbance 480 nm, 0.0001% Triton;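 further: potency means the concentration at half of the fitted maximal effect; plate controls were no compound for no effect and no enzyme for full effect; nearly all actives have a fitted effect of over 20% in size; some results filed as inactive show a strong effect at the top dose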
Target sequence (P00811 whole entry, looked up): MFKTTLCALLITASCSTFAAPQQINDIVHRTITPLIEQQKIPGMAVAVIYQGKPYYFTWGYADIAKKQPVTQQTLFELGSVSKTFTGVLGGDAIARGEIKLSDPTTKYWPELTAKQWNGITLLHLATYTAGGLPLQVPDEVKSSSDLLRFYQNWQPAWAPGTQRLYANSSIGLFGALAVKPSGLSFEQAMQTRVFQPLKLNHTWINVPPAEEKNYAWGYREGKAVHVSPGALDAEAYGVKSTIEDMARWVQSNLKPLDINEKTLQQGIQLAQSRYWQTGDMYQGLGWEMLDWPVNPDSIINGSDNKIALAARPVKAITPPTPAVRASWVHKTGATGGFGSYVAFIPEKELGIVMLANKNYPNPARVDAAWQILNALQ
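20 mM phosphate pH 7.0 + 0.01% (detergent screen) or 0.0001% Triton X-100; 5.3 nM AmpC reagent; cpd preinc 15 min RT; nitrocefin (800 uM stock) to start; A480 q20 s × 4 min; Activity was normalised to no-enzyme and no-compound control wells.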
LmPK inhibitor = blocks Leishmania mexicana pyruvate kinase activity | purified LmPK, Kinase-Glo ATP luminescence, 1 h | hit rate 0.37% among 290,000 | AID 1721 | Q27686 | Potency, µM (doses to about 57.5 µM), without a hit: top-dose activity change, negative = inhibition, actives largely listed as inhibitors; further: potency means the concentration at half of the fitted maximal effect; on the % scale 0 is the no-effect control and ±100 the full control effect
Target sequence (Q27686 whole entry, looked up): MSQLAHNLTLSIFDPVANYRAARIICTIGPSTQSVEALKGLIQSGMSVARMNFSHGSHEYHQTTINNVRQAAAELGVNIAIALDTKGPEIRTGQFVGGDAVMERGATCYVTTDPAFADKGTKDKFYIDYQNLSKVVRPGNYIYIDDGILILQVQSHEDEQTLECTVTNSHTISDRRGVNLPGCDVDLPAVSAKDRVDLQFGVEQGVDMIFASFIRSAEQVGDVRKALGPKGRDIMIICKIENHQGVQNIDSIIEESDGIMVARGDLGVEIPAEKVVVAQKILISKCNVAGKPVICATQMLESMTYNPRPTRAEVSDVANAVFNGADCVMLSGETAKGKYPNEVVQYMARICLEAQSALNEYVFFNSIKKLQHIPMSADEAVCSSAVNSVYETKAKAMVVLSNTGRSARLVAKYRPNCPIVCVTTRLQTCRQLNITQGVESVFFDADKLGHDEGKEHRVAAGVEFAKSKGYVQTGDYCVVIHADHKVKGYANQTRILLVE
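ATP generated from ADP (0.1 mM) and PEP (0.5 mM) by 0.1 nM LmPK over 1 h at room temperature (pH 7.2 imidazole buffer) was detected by coupled luciferase luminescence. Values were normalized to uninhibited and no-enzyme wells.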
Tb PYK inh = blocks Trypanosoma brucei pyruvate kinase | Potency, µM (series often up to 76.8 µM), without a hit: top-dose activity, negative = inhibition, most hits filed as inhibitors | hit rate 0.12% among 410,000 | TbPYK enzyme, Kinase-Glo Plus ATP luminescence, 45 min | AID 624173; further: potency means the concentration at half of the fitted maximal effect; on the % scale 0 is the no-effect control and ±100 the full control effect; nearly all actives have a fitted effect of over 50% in size
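Activity of T. brucei pyruvate kinase was followed by Kinase-Glo Plus luminescence after the enzyme reacted 45 min at room temperature with 130 uM ADP (final) and substrate. Test compounds were added before ADP at multiple concentrations.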
Pf growth 48h = P. falciparum growth inhibition at 48 hours (one generation) | hit rate 5.9% among 310,000 | Potency, µM (titrated, usually from 28.7 µM), for inactives: at the highest dose activity change, negative = inhibition, actives largely listed as inhibitors | P. falciparum luciferase growth in erythrocytes, 48 h; further: potency means the concentration at half of the fitted maximal effect; on the % scale 0 is the no-effect control and ±100 the full control effect
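Growth was read as firefly luciferase luminescence after a 48 h, 37 C, 5% CO2 exposure of compounds to reporter-bearing P. falciparum cultures (0.1% parasitemia, 2% hematocrit final) in Albumax-supplemented RPMI 1640.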
Pf growth 96h = P. falciparum growth inhibition at 96 hour, primary screen for plastid delayed-death inhibitors; hit rate 6.9% among 320,000; P. falciparum luciferase reporter growth, 96 h; AID 504834; Potency, µM (highest dose often 28.7 µM), inactives show at the top dose activity change, negative = inhibition, usual class: inhibitors; further: potency means the concentration at half of the fitted maximal effect; on the % scale 0 is the no-effect control and ±100 the full control effect
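Cell-based qHTS: luciferase-tagged P. falciparum in erythrocytes (2% hematocrit, 0.05% parasitemia final) incubated with compounds for 96 hours, 37 C, 5% CO2; luciferase detection reagent then added and luminescence measured.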
Cycloheximide cs = affects cycloheximide protein synthesis inhibition readout, counter-screen. cell reporter, cycloheximide protein synthesis inhibition counterscreen. max response, %. hit rate 12% among 300,000; in the data active means max response mostly above about 13%, no sharp cut-off; inactive means mostly below about 14%; further: read at 38.3 µM for the half of the compounds with a filed dose; 0% is about no effect
* = called active by the depositor; u = inconclusive; x = not tested or not shown; [ ] = another dose, or the depositor's remark. Unless noted, the call rests on the fitted dose curve; in most records, active means well fitted curve in the direction sought with a large enough effect; inconclusive means small, poorly fitted or top-dose-only effect, or another doubt; inactive means no such curve, though single readings can be large; an effect the other way counts as inactive or inconclusive.

SMILES	Shiga inhibitor	AmpC no deterg	LmPK inhibitor	Tb PYK inh	Pf growth 48h	Pf growth 96h	Cycloheximide cs
CN1C(=O)S/C(=C\c2ccccc2OCc2ccc(C(=O)O)cc2)C1=O	4	-21%	8%	0%	5%	u	-5
CC(C)CN1CCN(Cc2ccc(C#CC(C)(C)O)cc2)CC1CCO (centres undefined)	16	-11%	0%	3%	u	238%[activator]	-1
CCCCCCCCCCCCCCCCC(C(=O)O)C(O)(CC(=O)O)C(=O)O (centres undefined)	x	x	x	2%	-5%	-22%	x
Cc1ccc(NC(=O)C2CCN(S(=O)(=O)c3ccc4c(c3)NC(=O)C(C)S4)CC2)c(C)c1 (centres undefined)	11	-21%	11%	0%	u	u	0
COc1ccccc1N1CCN(C(=O)c2oc3cc(C)cc(C)c3c2C)CC1	1	143%[activator]	-5%	2%	u	u	5
Cc1cc(C)n2cc(COc3ccccc3)nc2n1	18	-4%	-7%	9%	47%[activator]	-1%	1
COc1cccc(C2NC(=O)c3ccccc3O2)c1OC (centres undefined)	-8	-7%	2%	3%	16%	29%	-6
COc1ccc([C@@H]2[C@@H]3C(=O)N(C(C)(C)C)C(=O)[C@@H]3[C@]3(Cc4ccccc4)C(=O)N(c4cccc(Br)c4)C(=O)N23)cc1	x	42%	x	-1%	2.6µM*	1.7µM*	x
Cc1ccc(C(=O)C(C)OC(=O)CN2C(=O)NC3(CCCC3)C2=O)cc1C (centres undefined)	x	0%	x	-3%	-20%	11%	x
CN(C)S(=O)(=O)c1cc(NC(=O)CN2CCN(c3ccccc3)CC2)ccc1Cl	-6	39%	1%	-14%	-20%	u	3
CCN1CCN(S(=O)(=O)c2ccc(Cl)c(C(=O)Nc3nnc(C)s3)c2)CC1	x	-10%	x	-8%	u	-2%	x
COc1cc(OC)cc(-c2nc3ccccc3c(=O)o2)c1	14	-9%	3%	-6%	-11%	40%[activator]	-3
COc1cc(/C=C/c2noc(-c3ccccc3O)n2)ccc1OC(C)=O	42*	19%	-2%	3%	281%[activator]	473%[activator]	15*
S=C(c1ccc(-c2ccc(Cl)c(Cl)c2)o1)N1CCOCC1	96*	-32%	u	u	76%[activator]	213%[activator]	62*
COCCn1nnnc1C(C(C)C)N(Cc1cccnc1)Cc1ccccc1Cl (centres undefined)	-2	107%[activator]	5%	-3%	10µM*	0%	-1
CCn1c(SCC(=O)Nc2nc(-c3ccccc3)cs2)nnc1-c1ccccc1O	-13	-17%	0%	-9%	u	x	6
Cc1nnc(SC(C)C#N)n1-c1ccccc1 (centres undefined)	-7	-9%	0%	0%	-3%	6%	2
CCN(C(=O)c1ccco1)c1nc(CC(=O)Nc2ccc(Cl)cc2)cs1	35	-34%	3%	0%	u	-11%	10
COc1ccc2c(Cl)c(C(=O)NCCCn3ccnc3)sc2c1	39	-1%	-9%	-4%	u	9%	20*
Cc1cccc(C)c1NC(=O)COc1ccccc1C(=O)Nc1ccc(Br)cn1	3	-40%	1%	-1%	-12%	u	-3
CCn1c(Cc2ccccc2)nnc1SCC(=O)Nc1ccc(S(N)(=O)=O)cc1	-5	-38%	-2%	-5%	-8%	x	-2
Cc1cccc(-c2nn(-c3ccccc3)cc2C(=O)Nc2cccc(S(=O)(=O)NC3=NCCC3)c2)c1	x	71%[activator]	x	-4%	u	-10%	x
CCOC(=O)C(NC(=O)CC)(Nc1nc2c(s1)CCCC2)C(F)(F)F (centres undefined)	11	-8%	-3%	-15%	u	u	-2
Cc1ccc(COc2ccc(/C=N/NC(=O)c3nnn(-c4nonc4N)c3COc3ccc(F)cc3)cc2)cc1	9	-24%	-4%	1%	u	11%	-2
CCn1c2ccccc2c2cc(N)ccc21	-8	-29%	-11%	-19%	u	12µM*	8
Cc1ccc(-n2c(C)cc(-c3csc(N)n3)c2C)cc1	-4	-43%	7%	-6%	u	u	-3
Brc1ccc2ncnc(NCc3ccccc3)c2c1	-43	-36%	4%	-4%	u	130%[activator]	-4
Cc1ccc(S(=O)(=O)N(CC(=O)Nc2cccnc2)c2ccc(Br)cc2)cc1	-37	-8%	-8%	5%	12%	-25%	18
CC(=O)Cc1nsc(NC(=O)c2ccc(-c3cc(Cl)ccc3Cl)o2)n1	-14	-16%	-15%	13%	u	16%	7
O=S(=O)(c1ccccc1)N1c2cc(Cl)ccc2Oc2nc3ccccc3nc21	94*	-26%	0%	2%	u	u	65*
O=C(c1ccc2nc(Cc3cccc(Cl)c3)oc2c1)N1CCOCC1	69*	48%	-5%	5%	13%	-1%	59*
O=C(NNC(=O)c1cccs1)c1ccc(Br)o1	-4	-15%	0%	-1%	-9%	-21%	-3
Cc1cc(C)c(NC(=O)CN2C(=O)NC3(CCCCC3)C2=O)c(C)c1	-15	-10%	4%	0%	-18%	24%	-3
O=C(COc1ccc(Cl)cc1Cl)Nc1nc2n(n1)C(c1ccccc1)CC(=O)N2 (centres undefined)	20	-30%	-6%	-2%	-15%	11%	-5
CC(C)C(=O)Nc1ccc(C(=O)NNC(=S)NC(=O)c2cccs2)cc1	-10	-31%	2%	-19%	u	u	-3
COC(=O)c1cn(NC(=O)C2CCC(C)CC2)c(=O)c2ccccc12 (centres undefined)	-9	-18%	-4%	0%	u	u	-3
CC(C)COP(=O)(c1ccc(N(C)C)cc1)C(O)c1ccc(N(C)C)cc1 (centres undefined)	-13	62%[activator]	-10%	1%	u	-28%	-3
Cc1ccc(CN2CC(C(=O)Nc3nnc(SCc4c(Cl)cccc4Cl)s3)CC2=O)cc1 (centres undefined)	-4	-12%	0%	-5%	5%	u	-1
CCCNC(=O)C(Cc1ccccc1C)NC(=O)c1ccc(C#N)cc1 (centres undefined)	x	-39%	x	5%	u	-8%	x
COc1ccc(C2N3CC4(C)CN2CC(C)(C3)C4O)cc1OC (centres undefined)	3	6%	5%	-3%	-11%	u	2
CSCCC(NC(=O)COc1ccccc1)C(=O)N1CC(C)CC(C)C1 (centres undefined)	x	25%	x	1%	u	-21%	x
COC(=O)c1ccc(NC(=O)CCCN2C(=O)NC(C)(C)C2=O)cc1	x	-20%	x	4%	5%	-11%	x
CCCNC(=O)[C@H](C)NC(=O)c1ccc(Br)cc1	-3	-31%	0%	0%	0%	18%	-3
Cc1cccc(C(=O)NCC(=O)OCC(=O)N(C)CC(=O)Nc2ccc(F)cc2)c1	x	-18%	x	1%	15%	10%	x
Cc1cccc(NC(=O)C2CCN(S(=O)(=O)c3cccc4nsnc34)CC2)n1	-11	-11%	-1%	-1%	15%	84%[activator]	-3
COc1cc(C(=O)OCC(C)=O)ccc1OCc1c(C)noc1C	-3	-7%[11.4 µM]	4%	7%	-3%	16%	1
CCN(C(=O)COC(=O)CNS(=O)(=O)c1ccc(SC)c([N+](=O)[O-])c1)C1CCCCC1	x	27%	x	1%	5%	9%	x
O=C(CN1CCN(CC(=O)Nc2ccccc2Cl)CC1)Nc1ccc2c(c1)OCCO2	6	81%[activator]	0%	25%	u	-16%	3
O=C1CCNCCN1[C@H](CO)Cc1ccccc1	-9	-3%	-1%	-2%	25%	-16%	-1
Cc1ccc(-n2ncc3c(=O)n(-c4ccc(C)c(C)c4)c(-c4ccco4)nc32)cc1	8	-45%	3%	-7%	x	9.3µM*	2
CCOC(=O)c1ccc(COC(=O)CNC(=O)CNC(=O)Cc2ccccc2)cc1	1	-11%	-4%	-6%	0%	45%[activator]	-3
Cc1ccc(C)c(OCc2cc(C(=O)N(C)Cc3ccccn3)no2)c1	49*	61%[activator]	5%	-17%	15%	u	29*
CN(C)S(=O)(=O)c1cccc(NC(=O)CN2C(=O)NC3(CCc4ccccc4C3)C2=O)c1 (centres undefined)	-4	-13%	-2%	-5%	-20%	-1%	1
CC(=O)c1ccc(OCCOc2ccc(Cl)c3cccnc23)cc1	17	90%[activator]	4%	-23%	17%	-26%	8
Cc1cc(C)cc(NC(=O)c2cc(C)n(Cc3cccs3)c2C)c1	53*	-46%	4%	0%	138%[activator]	117%[activator]	49*
CCc1nc2sc(C(C)=O)c(N)c2c2c1CCCC2	-6	53%	-1%	-1%	12%	18%	6
Oc1[nH]c2ccccc2c1N=Nc1ncnc2c1oc1ccccc12	-10	1%	2%	x	44%[activator]	51%[activator]	-1
COc1ccc(-c2ccc(-c3nc4c(c(=O)[nH]c(=O)n4Cc4ccccc4)n3C)o2)c([N+](=O)[O-])c1	-6	-2%	4%	-3%	u	u	-2
CCc1nnc(NC(=O)c2ccc3ncsc3c2)s1	47*	-11%	9%	0%	12%	38%[activator]	18*
CSC1=C(C#N)C(c2ccc(C)s2)CC(=O)N1 (centres undefined)	-21	-13%	1%	1%	12%	2.3µM*	-2

Entries of single compounds as entered above:
Listed for `CSCCC(NC(=O)COc1ccccc1)C(=O)N1CC(C)CC(C)C1` (centres undefined) → Shiga inhibitor: x; AmpC no deterg: 25%; LmPK inhibitor: x; Tb PYK inh: 1%; Pf growth 48h: u; Pf growth 96h: -21%; Cycloheximide cs: x
Listed for `CSC1=C(C#N)C(c2ccc(C)s2)CC(=O)N1` (centres undefined) → Shiga inhibitor: -21; AmpC no deterg: -13%; LmPK inhibitor: 1%; Tb PYK inh: 1%; Pf growth 48h: 12%; Pf growth 96h: 2.3µM*; Cycloheximide cs: -2

Additional results follow.
SMILES	Shiga inhibitor	AmpC no deterg	LmPK inhibitor	Tb PYK inh	Pf growth 48h	Pf growth 96h	Cycloheximide cs
C#CCOC(=O)CCC(=O)Nc1cc(OC)nc(OC)n1	-1	-8%	-3%	x	14%	u	-3
COc1ccc(-n2c(C)cc(/C=C3/SC(=S)N(C)C3=O)c2C)cc1	12	-6%	-1%	-4%	41%[activator]	0.33µM*	9
Cc1[nH]c(=O)c(C(=O)c2cc(Cl)ccc2O)cc1C(=O)O	29	-17%	-4%	-22%	34%[activator]	32%[activator][5.75 µM]	-1
O=C(c1ccco1)N1CCN(C2=NS(=O)(=O)c3ccccc32)CC1	-2	-17%	-7%	0%	15%	2%	-2
CSc1ccc(CN(C)C(=O)COc2ccc(C(=O)c3ccccc3)cc2)cc1	21	0%	-6%	-14%	34%[activator]	63%[activator]	0
O=C(/C=C/Sc1ccccc1)c1ccc(Cl)cc1	116*	-31%	-9%	4%	x	u	68*
CCCn1c(=O)c2ccccc2n2c(SCc3cc(=O)oc4ccc5ccccc5c34)nnc12	-8	-30%	-5%	-10%	-21%	u	-1
CC(=O)c1c(C)n([O-])c2cc(C)ccc2[n+]1=O	-25	-13%	0%	-1%	9%	49%[activator]	-2
Cc1cccc(C)c1NC(=O)CNC(=O)c1ccc(N2CCCC2=O)cc1	x	-1%	x	3%	6%	38%[activator]	x
CCOCCn1c(CN2CCC(C)CC2)nc2c1c(=O)n(C)c(=O)n2C	8	0%	0%	x	29%	u	-4

A second format for some results above.
Screens in order – Shiga inhibitor	AmpC no deterg	LmPK inhibitor	Tb PYK inh	Pf growth 48h	Pf growth 96h	Cycloheximide cs
COc1cc(/C=C/c2noc(-c3ccccc3O)n2)ccc1OC(C)=O
 : 42*	19%	-2%	3%	281%[activator]	473%[activator]	15*
S=C(c1ccc(-c2ccc(Cl)c(Cl)c2)o1)N1CCOCC1
 : 96*	-32%	u	u	76%[activator]	213%[activator]	62*
